LMPTP inh – LMPTP (human) inhibition; recombinant LMPTP-A, OMFP fluorogenic substrate, fluorescence intensity; inhibition, % at 20 µM; 360,000 tested, 0.22% active;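 active = compounds that cut the enzyme signal by at least half of the control window in the single-dose screen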;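 also: plate controls were DMSO wells with enzyme plus substrate for no effect and substrate without enzyme for full effect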
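Assay system: LMPTP-A enzyme. Input: 0.625 nM LMPTP-A final. Probe or stimulus: 400 µM OMFP. Compound dosing: single 20 µM dose. Schedule: 50 min dark incubation at room temperature. Detection: fluorescence intensity of OMFP turnover product. Read-out: percent inhibition versus substrate-only and uninhibited controls. Benchmarks: no-enzyme low control, uninhibited high control.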
TbMetRS inhib – blocks T. brucei methionyl-tRNA synthetase activity; 360,000 tested, 0.4% active; purified T. brucei MetRS, ATP depletion, Kinase-Glo luminescence; inhibition, % at 11.9 µM;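 active = inhibition above a per-plate cutoff of the control wells' mean inhibition plus 3 SD, cut at about 5.5% in these data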;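 also: 0% = DMSO wells median and 100% = median of wells with control inhibitor compound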
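Measured by: Kinase-Glo luciferase luminescence reporting remaining unconsumed ATP. Material: purified T. brucei MetRS enzyme. Doses: 11.9 µM compound single dose, 0.9% DMSO. Medium: HEPES buffer containing pyrophosphatase, BSA, spermine, DTT. Times: 15 min preincubation, 2 h reaction, all 25 °C. Reagent: methionine, ATP and bulk E. coli tRNA.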
Scp1 inh – Scp-1 (human) phosphatase inhibition; Recombinant Scp1, phosphopeptide, malachite green phosphate absorbance; AID 493091; inhibition, % at 20 µM; Q9GZU7; 340,000 tested, 0.88% active;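 active = inhibition above about 50% at 20 µM, limit read from the data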;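 also: plate controls were DMSO wells with enzyme for no effect and wells lacking enzyme for full effect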
Target sequence (Q9GZU7 76-261 limits assumed): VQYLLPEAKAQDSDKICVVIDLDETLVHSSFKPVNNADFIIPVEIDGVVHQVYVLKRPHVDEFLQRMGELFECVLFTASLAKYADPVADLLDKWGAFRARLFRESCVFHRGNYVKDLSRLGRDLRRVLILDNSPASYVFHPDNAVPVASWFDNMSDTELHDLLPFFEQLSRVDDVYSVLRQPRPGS
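Test system: SCP-1 phosphatase catalytic domain, residues 76-261; measured by: colorimetric phosphate reagent with accelerator and stabiliser, absorbance at 630 nm; timing: enzyme reaction 45 min at room temperature, colour 5 min, stabilisation 30 min; also added: Phosphorylated 17-residue peptide substrate; compound dosing: one concentration, 20 µM, with 1.0% DMSO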
NRP1-CendR mod – alters CendR peptide binding to human NRP-1; FAM-RPARPAR peptide binding to NRP-1, fluorescence polarization; O14786; inhibition, % at 25 µM; 360,000 tested, 0.85% active;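 active = inhibition or corrected inhibition above about 18%, plus a signal ratio from 0.5 to 1.5, limit read from the data, passing the limit was not always enough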; also: strong numbers were not always called active
SUMO1-SIM PPI – modulators of human SUMO1-mediated protein-protein interactions | inhibition, % at 20 µM | AID 602429 | SUMO1 binding to a labelled peptide, TR-FRET, 1 h | 360,000 tested, 0.33% active | P63165; in the data active = inhibition above about 37%
Target sequence (P63165 whole entry, looked up): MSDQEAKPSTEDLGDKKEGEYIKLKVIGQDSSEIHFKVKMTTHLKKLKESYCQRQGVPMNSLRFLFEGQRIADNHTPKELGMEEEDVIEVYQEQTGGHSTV
bovine MsrA act – activates bovine MsrA enzyme. purified bovine MsrA, absorbance read-out. activation, % at 10.6 µM. 360,000 tested, 0.3% active; in the data active = activation above about 7.5%;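 also: 0% = vehicle and 100% = reference activator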
MsrA inh – inhibitors of bovine MsrA; purified bovine MsrA, absorbance read-out; inhibition, % at 15.5 µM; 360,000 tested, 0.75% active; AID 651718; in the data active = inhibition above about 4.5%;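 also: 0% = vehicle wells with enzyme and 100% = reference inhibitor wells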
STEP block – STEP (human) phosphatase inhibition. inhibition, % at 20 µM. 360,000 tested, 0.25% active. recombinant STEP, OMFP fluorogenic substrate, fluorescence;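 active = inhibition at 20 µM, scaled per plate between control wells, above about 37%, limit read from the data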;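 also: 0% = DMSO with enzyme and substrate and 100% = substrate only without enzyme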
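medium = Bis-Tris buffer pH 6.0, 2.5 mM DTT, 0.005% Tween 20 | test system = STEP (striatal-enriched tyrosine phosphatase) enzyme, cell-free | measure = normalized % inhibition | compound dosing = 20 µM, 1% DMSO | also added = 25 µM OMFP | schedule = reaction 20 min, ambient temperature | measured by = fluorescence read at 480 nm ex / 540 nm em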
eLon inh – E. coli protease La inhibition | 360,000 tested, 0.42% active | inhibition, % at 7.94 µM | AID 602123 | P0A9M0 | purified E. coli Lon protease, fluorescence polarization; in the data active = inhibition above about 13%, passing the limit was not always enough;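 also: 0% = enzyme with probe and DMSO and 100% = no enzyme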
Target sequence (P0A9M0 whole entry, looked up): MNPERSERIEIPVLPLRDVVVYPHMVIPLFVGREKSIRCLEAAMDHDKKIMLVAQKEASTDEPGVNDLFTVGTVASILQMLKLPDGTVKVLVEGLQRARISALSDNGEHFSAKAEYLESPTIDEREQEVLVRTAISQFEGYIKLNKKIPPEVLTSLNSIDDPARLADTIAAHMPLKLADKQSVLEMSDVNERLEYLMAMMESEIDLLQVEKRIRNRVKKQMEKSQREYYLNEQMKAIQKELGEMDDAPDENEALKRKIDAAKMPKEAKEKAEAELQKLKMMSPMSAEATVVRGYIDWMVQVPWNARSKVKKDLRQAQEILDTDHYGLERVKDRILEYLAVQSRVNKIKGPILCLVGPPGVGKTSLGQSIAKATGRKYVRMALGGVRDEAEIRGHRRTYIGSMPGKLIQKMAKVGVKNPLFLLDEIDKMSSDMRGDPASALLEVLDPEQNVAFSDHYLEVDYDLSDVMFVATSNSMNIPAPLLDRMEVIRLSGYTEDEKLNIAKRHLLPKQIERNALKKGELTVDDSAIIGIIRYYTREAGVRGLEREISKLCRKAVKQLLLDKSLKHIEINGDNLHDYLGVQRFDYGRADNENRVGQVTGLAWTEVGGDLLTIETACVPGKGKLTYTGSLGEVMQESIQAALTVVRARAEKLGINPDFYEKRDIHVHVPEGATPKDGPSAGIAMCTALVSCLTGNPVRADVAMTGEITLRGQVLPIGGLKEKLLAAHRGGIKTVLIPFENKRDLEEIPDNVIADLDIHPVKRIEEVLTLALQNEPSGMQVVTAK
DNMT1 block – inhibitors of human DNMT1. inhibition (reported as % activation of signal), % at 10 µM. P26358. 360,000 tested, 0.83% active. AID 588458. DNMT1 molecular beacon, Hinp1I cleavage, fluorescence; in the data active = inhibition above about 50%
* hit, by the source's call; x = no result given. Hits appear at their usual frequency. Share with any hit: about 4.3%.

SMILES	LMPTP inh	TbMetRS inhib	Scp1 inh	NRP1-CendR mod	SUMO1-SIM PPI	bovine MsrA act	MsrA inh	STEP block	eLon inh	DNMT1 block
CC(=O)Nc1cccc(C(=O)NN2C(=O)NC3(CCC(C)CC3)C2=O)c1 (centres undefined)	-1.3	-0.2	x	-1	-9	-1	-0.8	-3	2	-2
CC(O)(c1ccccc1)c1nc(-c2ccc3c(c2)OCO3)cs1 (centres undefined)	0.6	-0.1	x	-3	4	-1	0.1	-2	-3	2
Cc1cccc(NC(=O)c2cc([N+](=O)[O-])ccc2N2CCCCC2)n1	1.7	-0.6	-3	1	-25	-1	1.9	3	2	-1
O=S(=O)(NCc1ccc2c(c1)OCO2)c1cnc[nH]1	-0.9	0.8	-1	1	2	-1	1.8	1	-11	3
CCC(=O)NS(=O)(=O)c1cccnc1Nc1ccc(Cl)cc1	-0.1	-1.4	-2	-1	2	-8	0.8	-3	-5	1
Cn1c(=O)c2c(ncn2CC(=O)OCC(=O)c2ccc(F)c(F)c2)n(C)c1=O	-1.1	-0.1	-4	4	-7	-2	1.2	1	-5	-1
Cc1ccc(-c2nn(CC(=O)NCC3CCCO3)c(=O)c3ccccc23)cc1 (centres undefined)	-0.6	0.0	-6	0	0	-3	x	1	3	-1
COc1ccc(NS(=O)(=O)c2cc(NC(=O)c3ccccn3)ccc2OC)cc1Br	1.2	-0.1	-10	5	0	-1	0.7	-1	1	-15
Cc1c(CCO)c(=O)[nH]n1S(=O)(=O)c1ccc(F)cc1	-2.0	-0.6	-2	8	2	-6	0.1	-1	-12	4
CCOC(=O)C1(Cc2cccc(F)c2)CCN(C(=O)c2cnccn2)CC1	0.8	-0.9	-9	6	-2	1	-0.1	-3	-9	1
CCCn1cc(CN2CCC(Oc3ccc(C(=O)N4CCCC4)cc3)CC2)c(C)n1	-0.5	-0.4	-7	5	0	-4	-0.8	-2	-7	1
COc1ccc(NC(=O)CSc2nc(N)c3cc4c(nc3n2)CCCC4)cc1	1.2	-1.5	0	-29	10	0	2.2	-5	-25	-8
O=C(COc1ccccc1)N1CCN(S(=O)(=O)Cc2ccccc2)CC1	-1.0	-0.2	-6	-1	-1	0	1.3	1	0	0
COc1ccc(-c2nc(Cn3c(SCc4ccc(F)cc4)nc4ccncc43)c(C)o2)cc1OC	4.5	0.6	5	-46	2	0	0.8	-2	-3	-23
COc1cccc(OC)c1C(=O)N=c1sc2cc(S(C)(=O)=O)ccc2n1C	-1.0	0.4	-10	-18	2	-4	3.5	-2	-4	5
CCOC(=O)N1CC=C2C(C#N)=C(N)C(C#N)(C#N)[C@H](c3ccc(OC(C)C)c(OCC)c3)[C@H]2C1	-1.5	-0.2	-5	-43	-10	-1	-1.0	3	-25	-13
S=C1SCN(Cc2cccs2)CN1Cc1cccs1	1.1	-0.3	x	-7	7	-5	0.9	1	-4	3
O=S(=O)(N=C(NS(=O)(=O)c1ccc(Cl)cc1)c1ccccc1)c1ccc(Cl)cc1	-0.1	0.0	3	-2	7	-4	-0.6	1	-3	2
CCOC(=O)C1CCN(C(=O)c2c(-c3c(F)cccc3Cl)noc2C)CC1	-1.1	-0.5	-11	4	6	0	-0.3	-2	10	2
O=C1CC(C(=O)NC2CCCCC2)C(c2ccccc2)O1 (centres undefined)	0.2	-1.7	-5	-2	15	0	-0.2	-2	0	-6
CC1(c2ccncc2)Nc2ccccc2-c2nc3ccccc3n21 (centres undefined)	0.9	-1.1	-10	-13	0	-4	0.9	1	3	-4
O=C(NCCc1ccccc1Cl)C1CCC(=O)N(C2CCCCCC2)C1 (centres undefined)	-1.2	-0.9	-3	3	2	-4	-0.7	-2	17	-3
O=C(O)COc1nsnc1N1CCOCC1	-1.9	-0.7	-7	3	8	-7	-0.7	-1	-7	-1
COc1ccc(C2=NOC(CN3C(=O)c4ccccc4S3(=O)=O)C2)cc1 (centres undefined)	0.9	-0.4	-1	-2	0	-1	0.2	-2	-8	0
Cc1ccc(CN2C(=O)c3ccccc3C2C(=O)NCc2cccnc2)cc1 (centres undefined)	-1.3	0.4	-2	-1	-1	-1	1.1	0	-15	2
The list continues:
SMILES	LMPTP inh	TbMetRS inhib	Scp1 inh	NRP1-CendR mod	SUMO1-SIM PPI	bovine MsrA act	MsrA inh	STEP block	eLon inh	DNMT1 block
CC(O)c1nc2ccccc2n1CC(=O)Nc1ccc2c(c1)OCCO2 (centres undefined)	-0.4	0.7	-12	0	3	-2	-0.8	-2	-16	0
Cc1cc(N2CCN(c3ccccc3)CC2)nc(-c2ccccc2O)n1	1.6	0.0	-6	2	22	-2	1.7	1	-4	-4
CC(CCc1ccc(O)cc1)NC1c2ccccc2-c2ccccc21 (centres undefined)	-1.9	0.4	-3	5	0	-2	0.7	-4	2	-2
COc1ccc(S(=O)(=O)N(CC(=O)NCc2ccco2)c2ccc(C)cc2)cc1OC	0.8	-0.8	10	-6	1	-7	-0.3	2	1	1
COC(=O)c1nc2ccc(N3CCOCC3)cc2c(C)c1C(=O)OC	-0.8	-0.7	-4	8	-14	-6	0.7	-4	3	-4
C=C(C)CSc1nnc([C@H](CCSC)NC(=O)OC(C)(C)C)o1	-0.8	-1.0	-13	12	3	-3	1.2	0	4	3
COc1cc([N+](=O)[O-])ccc1NC(=O)NCC1CCN(Cc2ccc(Cl)cc2)CC1	0.4	-0.2	-2	-4	-11	22*	1.0	-1	-2	-7
CSc1nc2oc3c(c2c2nncn12)CC(C)(C)SC3	-1.6	-0.8	-6	3	-5	-6	1.9	-2	9	-2
CCn1c(=NC(=O)CSC(C)=O)sc2cc(OC)ccc21	-0.4	0.2	-4	2	4	-2	2.3	4	-6	2
CN(C)c1ccc(N2C(=NC(=O)CCC3CCCC3)SC3CS(=O)(=O)CC32)cc1 (centres undefined)	0.9	-0.1	-8	4	-3	-1	-1.2	0	-1	-2
CCSc1cc(N2CCOCC2)nc(-c2ccc(Cl)cc2)n1	1.2	0.0	-4	-1	1	-3	-0.9	0	2	-3
COc1ccc(/C=N/N2CCN(c3ccc(Cl)cc3)CC2)cc1	0.2	-1.1	-4	-3	5	3	0.9	4	0	5
Cc1cc(C(=O)NCc2cccs2)nn1C	-1.0	-0.8	-3	5	0	-2	0.4	-2	-12	3
O=C(NCc1ccccc1)N1CCOCC1	-2.8	0.1	-7	6	2	-4	-0.4	-1	6	-1
c1ccc(OCCSc2nc3ccccc3o2)cc1	1.8	0.2	-8	-3	-1	-1	-0.1	0	1	1
CCc1ccc(NC(=O)C2CCCN(S(=O)(=O)c3cccs3)C2)cc1 (centres undefined)	1.3	-0.4	-7	-6	-1	-2	0.0	1	-2	0
O=C(Cc1cccc(NC(=O)C2CCCN(C(=O)CCc3ccccc3)C2)c1)Nc1cccc(C(=O)N2CCCC2)c1 (centres undefined)	-2.1	-0.4	0	-1	3	-3	-0.6	1	1	-4
O=S1c2ccccc2Oc2ccccc21	-2.0	-0.4	-7	0	-2	-3	-0.6	-1	1	0
CCOc1ccccc1CN1CCNC(=O)C1CC(=O)NC1CCCCC1 (centres undefined)	0.0	-0.3	-6	21	-6	-3	1.2	-1	1	2
COc1ccccc1NS(=O)(=O)c1cc(NC(=S)NCC2CCCO2)ccc1C (centres undefined)	2.3	-0.3	-7	-6	0	0	2.1	3	9	-4
COc1ccc(C(=O)Nc2ccc(S(=O)(=O)N3CCOCC3)cc2)cc1	-0.4	0.3	-11	0	0	-3	-1.5	2	-9	0
COC(=O)c1ccccc1NC(=O)c1ccc(COc2ccc3c(c2)CCC3)cc1	4.1	0.3	-19	-2	-1	-2	0.5	5	-4	4
Cc1cc2[nH]ncc2cc1NC(=S)NC(=O)c1ccccc1	-0.5	-0.5	3	-10	0	1	-0.3	-3	12	-2
CC(C)/C(=N\NS(=O)(=O)c1ccc(Br)cc1)c1cccs1	1.6	-0.5	-3	-2	2	-3	-0.5	0	-5	-2
O=C(CSc1nccn(-c2ccc(Br)cc2)c1=O)NC1CCCC1	-0.6	-0.1	-3	2	-26	-4	1.1	-3	-9	1

Entries from the list above that have a nitro group on carbon:
SMILES	LMPTP inh	TbMetRS inhib	Scp1 inh	NRP1-CendR mod	SUMO1-SIM PPI	bovine MsrA act	MsrA inh	STEP block	eLon inh	DNMT1 block
Cc1cccc(NC(=O)c2cc([N+](=O)[O-])ccc2N2CCCCC2)n1	1.7	-0.6	-3	1	-25	-1	1.9	3	2	-1
COc1cc([N+](=O)[O-])ccc1NC(=O)NCC1CCN(Cc2ccc(Cl)cc2)CC1	0.4	-0.2	-2	-4	-11	22*	1.0	-1	-2	-7

(cont.)
SMILES	LMPTP inh	TbMetRS inhib	Scp1 inh	NRP1-CendR mod	SUMO1-SIM PPI	bovine MsrA act	MsrA inh	STEP block	eLon inh	DNMT1 block
COc1cc(NC(=S)N2CCN(S(=O)(=O)c3ccccc3)CC2)cc(OC)c1	2.6	1.2	-2	11	-2	-2	-1.1	4	-7	1
CC(=O)c1ccc(NC(=O)NC2CCCCCCC2)cc1	0.0	-0.3	-5	-9	19	-3	1.4	2	-4	0
CC(=O)NC12CC3CC(C1)CC(C(=O)N1CCN(S(=O)(=O)c4cccc([N+](=O)[O-])c4)CC1)(C3)C2	-8.7	-0.2	-7	1	-30	-1	-1.1	0	-7	1
COc1ccc(C2C(=O)c3ccccc3C2=O)cc1	-0.8	0.0	9	-12	-3	-2	-1.6	0	12	-4
CCOc1ccc(C(=O)C(C)OC(=O)Cn2[nH]c(=O)c3ccccc3c2=O)cc1 (centres undefined)	0.7	-1.0	2	1	-3	-9	-0.9	1	-17	-1
COc1ccc(NC(=S)NCCCn2ccnc2)cc1	-9.4	-1.3	23	-4	-1	-5	-0.6	0	2	1
N#Cc1c(SCc2ccccc2)nc(N2CCOCC2)c2c1CCCC2	3.9	-0.4	-17	-5	3	-3	14*	5	-11	-3
Cc1c(C(=O)NC2CCCC2)oc2ccccc12	0.5	-0.3	-2	7	1	-6	-0.1	1	5	7
CC1C=CC(C)C(C(=O)c2ccccc2)C1C(=O)c1ccccc1 (centres undefined)	2.3	0.6	x	2	8	-2	0.6	3	-6	6
COc1cc(Cn2c3ccc(NC(=O)CCc4ccc(O)cc4)cc3c(=O)n2C)ccc1F	0.3	-0.1	x	-1	11	-1	0.2	-1	-5	-12
CCCCN(C(=O)/C=C/c1ccco1)c1c(N)n(CCC)c(=O)[nH]c1=O	-0.5	1.4	4	-6	3	-4	0.9	1	0	8
Cc1cc(NCCc2ccccc2F)n2ncnc2n1	-0.2	0.2	-3	10	-3	-2	-0.3	-2	-5	1
COc1ccccc1-c1cccc2nccn12	5.2	-0.1	x	10	2	-10	-0.5	-3	-3	2
